XiGFP reactiv – X-chromosome reactivation activator; XiGFP mouse fibroblasts, % GFP-positive cells imaging, 3 d; cells co-treated with 5-aza-dC sensitizer; scaled so ellipticine positive control = 100%; activation, % at 7.58 µM; actives 0.055% (n = 360,000);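 active means mean normalized replicate activation at least 10% and every replicate at or above 10%; inconclusive means only one of the two criteria met; inactive means mean below 10% and not all replicates reach 10%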;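 further: 0% = median of on-plate neutral control wells and 100% = ellipticine 6 µM median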
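assay system = SV40-immortalized XiGFP fibroblast cells, line 68-5-11 | buffer or medium = DMEM plus 5-aza-dC sensitizer | doses = single-point pinned compound dosing | times = 3-day compound exposure, then 15 min fixation at room temperature | benchmarks = positive control ellipticine, 6 µM final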
GSIS activator – primary screen for activators of insulin secretion dependent on glucose, INS-1E cells, GLuc reporter luminescence; activation, % at 16.6 µM; INS-1E GLuc reporter insulin secretion, 2-3 h; AID 743287; actives 0.61% (n = 370,000);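 active means lowest replicate activation of at least 40%, so every replicate reaches that level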;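 further: 0% = median of neutral control wells and 100% = median of IBMX positive control wells; some compounds called inactive have numbers as strong as hits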
ARNT-TACC3 inh – disrupts binding between human ARNT and TACC3; inhibition, % at 9.99 µM; Q9Y6A5; AlphaScreen His-ARNT PAS-B/GST-TACC3 binding, luminescence; TACC3 fragment carries E629A point mutation; actives 0.66% (n = 390,000); AID 623870;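 active means mean inhibition of replicates at least 50% and at least half of replicates each reaching 50%; inconclusive means half or more replicates reach 50% but mean below 50%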;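 further: 0% = complete ARNT plus TACC3 wells and 100% = ARNT alone without TACC3; many hits fall short of the cut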
ERp5 inh – blocks human ERp5 reductase activity on insulin; ERp5 insulin aggregation, absorbance 650 nm, 90 min; inhibition, % at 9.99 µM; actives 0.05% (n = 350,000);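 active means mean replicate inhibition above about 25%, with every replicate also reaching it, limit read from the data, passing the limit was not always enough; inconclusive means only one of those two criteria met; inactive means neither criterion met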
Target sequence (Q15084 whole entry, looked up): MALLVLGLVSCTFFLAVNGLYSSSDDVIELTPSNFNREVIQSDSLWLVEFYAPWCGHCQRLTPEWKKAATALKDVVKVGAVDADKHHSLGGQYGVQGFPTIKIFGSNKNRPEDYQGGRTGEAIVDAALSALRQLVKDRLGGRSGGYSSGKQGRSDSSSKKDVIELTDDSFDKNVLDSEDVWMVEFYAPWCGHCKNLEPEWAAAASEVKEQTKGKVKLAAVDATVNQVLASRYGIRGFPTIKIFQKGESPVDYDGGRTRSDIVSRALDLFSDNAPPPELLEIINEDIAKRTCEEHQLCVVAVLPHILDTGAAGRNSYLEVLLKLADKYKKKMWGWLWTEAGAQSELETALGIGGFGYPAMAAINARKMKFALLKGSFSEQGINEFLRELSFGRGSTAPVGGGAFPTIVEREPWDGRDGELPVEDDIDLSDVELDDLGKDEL
CFTR F508del cor – CFTR F508del correction in bronchial cells; CFBE cells, YFP halide quenching; stimulated with forskolin plus potentiator P3; % fluorescence drop versus neutral controls; activity (quench increase), % at 7.58 µM; actives 0.36% (n = 350,000);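 active means mean added fluorescence quench of at least 8% versus neutral control, with both replicates also reaching 8%; inconclusive means only one of the mean or replicate conditions met; inactive means mean below 8% and not both replicates reaching 8%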;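 further: cells transiently co-express mutant CFTR-F508del with the halide-sensitive YFP; corrector assay measuring rescue of mutant channel to the surface after 24 h compound exposure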
PAX8 reporter – PAX8 transcriptional activity inhibition. RMG-I TPO-luciferase reporter, SteadyGlo, 24 h. inhibition, % at 12.6 µM. actives 1.2% (n = 360,000);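 active means mean replicate inhibition at least 60% with every replicate also reaching 60%; inconclusive means only one of the two criteria is met; inactive means mean below 60% and not all replicates reaching 60%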;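 further: luciferase light reporting Pax8 driven TPO promoter activity; plate controls were median of neutral control wells for no effect and mitoxantrone controls for full effect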
DENV2 CPE – inhibitors of DENV2 cytopathic effect. CPE inhibition, % at 9.99 µM. AID 651640. actives 1.7% (n = 350,000). DENV2-infected cells, cytopathic effect rescue, plate reader; in the data active means CPE inhibition above about 20%, passing the limit was not always enough; inconclusive means no clear call, values can overlap the other calls; tested in BHK-21 cells;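 further: 0% = median of neutral control wells and 100% = median of positive control wells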
EWS-Fli block – inhibitors of EWS/Fli oncoprotein transcriptional activity | A673 NR0B1-luciferase reporter, viability-normalised | inhibition, % at 12.6 µM | actives 0.67% (n = 350,000) | AID 651661;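 active means mean inhibition of at least 50% after viability correction, with every replicate also passing that limit; inconclusive means mean reaches 50% but only one of two replicates passes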;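 further: firefly luciferase signal divided by Alamar Blue viability fluorescence both relative to DMSO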
Starred values were filed as active, the others as inactive; ? = inconclusive; / = no result given; & = joins results of further samples.

SMILES	XiGFP reactiv	GSIS activator	ARNT-TACC3 inh	ERp5 inh	CFTR F508del cor	PAX8 reporter	DENV2 CPE	EWS-Fli block
Cc1c(-c2nc3ccccc3[nH]2)cnn1C	0.4	11.8	4.3	4.3	2.0	-71.5	-1.7	-30.7
C[C@@H]1CN([C@@H](C)CO)C(=O)c2cc(NS(=O)(=O)c3cccs3)ccc2O[C@@H](C)CCCCO[C@@H]1CN(C)C(=O)CCC(F)(F)F	-0.1	-11.0	-7.5	/	1.6	5.0	9.9	-1.0
O=C(COc1cc2oc(=O)c3c(c2cc1Cl)CCC3)NCC(O)c1ccccc1 (stereo not drawn)	0.1	3.5	2.4	-1.5	1.4	6.1	9.2	/
COC(=O)c1ccc(OCCOc2ccccc2C)cc1	0.0	16.9	-0.2	2.9	0.9	-5.8	1.2	-2.0
Cc1cc(S(=O)(=O)NCCCN2CCOCC2)c(Cl)cc1Cl	/	4.0	-30.0	4.4	2.4	3.9	4.0	6.3
CN1C(=O)c2cc(NC(=O)c3ccc(F)cc3)ccc2OC[C@H]2O[C@@H](CC(=O)NC3CCC3)CC[C@@H]21	0.2	/	-1.0	3.4	0.9	2.0	-1.9	-2.3
Clc1ccc(/C=N/Nc2ncnc3nc[nH]c23)cc1	-0.1	-6.6	8.0	0.2	0.0	-35.5	2.0	-109.1
COc1ccc(S(=O)(=O)Nc2ccc3c(c2)CC(=O)N([C@@H](C)CO)C[C@@H](C)[C@H](CN(C)Cc2ccc(Oc4ccccc4)cc2)O3)cc1	-0.9	-3.5	7.4	-5.0	0.6	13.7	8.9	38.1
O=C(CN(Cc1ccccc1)C(=O)CCC(=O)Nc1nccs1)NCc1ccc(F)cc1	0.0	-2.5	-4.9	1.4	-3.3	5.0	8.3	0.3
CC(C)CCOc1ccc(C2CC(=O)N(C)C2=O)cc1 (stereo not drawn)	0.1	-13.1	1.5	-3.8	-0.5	-14.1	5.2	-10.9
C[C@@H]1CCCCO[C@H](CN(C)C(=O)C2CCCCC2)[C@H](C)CN([C@@H](C)CO)C(=O)c2cc(NS(=O)(=O)c3ccc(Cl)cc3)ccc2O1	-0.1	-12.0	-6.2	-0.9	-0.6	76.1*	9.5	12.0
Cc1cc(C)n2cc(COc3ccccc3)nc2n1	0.2	/	-4.6	7.3	/	11.9	-1.7	-10.9
CCOc1ccc(C(=O)NCC(=O)OCCCOC(=O)CNC(=O)c2ccc(OCC)cc2)cc1	0.1	21.1	12.5	-3.3	-1.3	-12.7	-7.6	4.5
COc1c(C)cc(Br)cc1C(=O)NC(=S)NCc1ccco1	-0.1	-0.9	-16.0	4.6	0.1	-2.1	-1.5	/
CC(C)(C)SCCNC(=O)c1ccc(Cl)c([N+](=O)[O-])c1	0.2	9.6	1.1	/	/	6.9	/	/
S=C(Nc1ccc2c(c1)OCO2)Nc1ccccc1Cl	-0.2	8.6	4.8	4.6	-0.5	-63.3	-0.8	-26.6
COc1ccccc1CN1CC(C(=O)NC2CCOCC2)CCC1=O (stereo not drawn)	0.0	7.8	-9.8	-0.5	-2.5	0.4	?	/
Cc1ccc(CN(C)C[C@H]2OCc3cn(nn3)CCCC(=O)N([C@H](C)CO)C[C@H]2C)cc1	-0.1	18.4	-0.5	-1.0	0.5	/	6.2	-1.2
Cc1ccc(S(=O)(=O)N2CCN(C(=O)C(Cc3ccccc3)NC(=O)c3ccccc3)CC2)cc1 (stereo not drawn)	0.9	7.5	-0.1	3.7	7.2	13.0	-3.2	-2.1
C[C@@H]1CCCCO[C@H](CN(C)CC2CCCCC2)[C@@H](C)CN([C@H](C)CO)C(=O)c2cc(NC(=O)Nc3ccc4c(c3)OCO4)ccc2O1	0.0	-6.0	10.8	-22.3	-2.0	-32.4	5.8	-2.7

2 compounds drawn at random from the list so far:
SMILES	XiGFP reactiv	GSIS activator	ARNT-TACC3 inh	ERp5 inh	CFTR F508del cor	PAX8 reporter	DENV2 CPE	EWS-Fli block
Cc1ccc(S(=O)(=O)N2CCN(C(=O)C(Cc3ccccc3)NC(=O)c3ccccc3)CC2)cc1 (stereo not drawn)	0.9	7.5	-0.1	3.7	7.2	13.0	-3.2	-2.1
CC(C)(C)SCCNC(=O)c1ccc(Cl)c([N+](=O)[O-])c1	0.2	9.6	1.1	/	/	6.9	/	/

Next records follow.
SMILES	XiGFP reactiv	GSIS activator	ARNT-TACC3 inh	ERp5 inh	CFTR F508del cor	PAX8 reporter	DENV2 CPE	EWS-Fli block
CCC(=O)N(C)C[C@@H]1Oc2ncc(-c3ccc(C)cc3)cc2C(=O)N([C@H](C)CO)C[C@H]1C	-0.3	8.2	-26.4	-3.0	-4.1	/	-1.6	1.4
CCN(CC)S(=O)(=O)c1ccc(Cl)c(OC)c1	/	23.1	-5.2	3.6	/	-9.1	/	/
O=C(CSc1nnc2c(n1)[nH]c1ccccc12)N1CCCCC1	0.3	12.3	4.3	4.3	-0.5	-7.8	-1.0	-13.6
O=C(N[C@@H]1CC[C@H](CCNS(=O)(=O)c2ccc(F)cc2)O[C@H]1CO)c1ccccn1	-0.6	-5.5	-11.2	6.8	0.0	-14.1	-2.0	5.1
COc1ccc(C2CC(c3ccccc3)=NN2c2ccccc2)c(C(=O)O)c1OC (stereo not drawn)	0.0	7.3	-11.4	-2.5	-1.5	12.2	-2.9	11.8
CSc1nc(=S)c2[nH]c(=S)[nH]c2[nH]1	0.0	-4.6	16.9	-4.5	2.7	-12.5	5.5	4.0
CCC(C)(C)NC(=O)C(c1ccc(F)cc1)N(Cc1ccccc1)C(=O)c1cnccn1 (stereo not drawn)	0.0	-12.6	/	2.0	0.7	-4.1	0.8	5.2
CC(=O)Nc1ccc(-c2ccnc3c2CC(C)(C(=O)NCCN(C)C)O3)cc1 (stereo not drawn)	-0.1	/	/	2.3	1.5	-3.8	?	-8.4
O=C(C1CCCC1)N1C[C@@H]2N[C@H](C1)C2c1ccc(-c2ccccc2F)cc1 (stereo partly drawn)	0.2&0.2	-4.5&-22.3	/	9.4&3.9	-0.9&-1.4	/	0.7&-1.7	-4.9&-4.1
CN1C(=O)c2cc(NC(=O)c3ccc(F)c(F)c3)ccc2OC[C@@H]2O[C@@H](CC(=O)N[C@@H]3CCN(Cc4ccccc4)C3)CC[C@H]21	0.1	-10.6	-5.1	1.1	/	13.7	2.5	-5.1
CNC(=O)C[C@H]1CC[C@@H]2[C@H](COC[C@@H](O)CN2S(=O)(=O)c2ccccc2Cl)O1	0.2	6.1	-8.2	-1.6	-0.7	/	4.6	/
CC(C)(C)OC(=O)NCc1ccc(CNC(=O)c2nc[nH]c2C(=O)N2CCN(c3ccccc3)CC2)cc1	-0.1	-16.5	8.9	-3.6	-2.4	-3.3	?	2.9
CCN1CCN(S(=O)(=O)c2ccc(Cl)c(C(=O)N(C)CC(=O)Nc3c(C)cccc3C)c2)CC1	0.7	23.8	6.9	-2.8	-0.7	-2.2	-6.2	-5.9
O=C(C[C@@H]1CC[C@H](NC(=O)Nc2cc(F)ccc2F)[C@H](CO)O1)NCCCN1CCOCC1	-0.5	-11.1	-25.7	-1.1	2.3	-5.8	0.6	0.3
Cc1cc2oc(C(=O)NCc3ccncc3)c(C)c2cc1C	0.0	-16.1	8.3	-1.6	-0.6	-5.4	5.0	6.6
COc1cccc(C(=O)C2CCCN(C/C=C/c3ccccc3OC)C2)c1 (stereo not drawn)	-0.1	-37.0	11.4	3.6	2.6	10.3	-1.1	2.6
CN(C)/C=C/C(=O)c1ccc(OCCN(C)c2ccccn2)cc1	0.2	23.6	4.1	0.4	-1.4	2.9	0.9	1.4
C=CCn1c(O)c(N=NC(=O)c2ccccc2NS(=O)(=O)c2cccs2)c2ccccc21	0.4	2.2	-4.0	-5.2	/	-1.2	6.6	-4.1
COc1ccccc1N1C(=O)c2ccccc2NC1c1ccc(O)cc1 (stereo not drawn)	-0.1	-2.7	0.6	2.9	1.6	15.2	5.0	4.2
O=C(CC1CC1)N1CC(=O)N2[C@H](C1)[C@H](c1ccc(C#Cc3ccc(F)cc3)cc1)[C@@H]2CO	0.0	-19.2	/	5.2	3.7	29.6	-6.2	1.4

4 compounds already listed, ordered by length of the SMILES, rising:
SMILES	XiGFP reactiv	GSIS activator	ARNT-TACC3 inh	ERp5 inh	CFTR F508del cor	PAX8 reporter	DENV2 CPE	EWS-Fli block
S=C(Nc1ccc2c(c1)OCO2)Nc1ccccc1Cl	-0.2	8.6	4.8	4.6	-0.5	-63.3	-0.8	-26.6
Cc1cc(S(=O)(=O)NCCCN2CCOCC2)c(Cl)cc1Cl	/	4.0	-30.0	4.4	2.4	3.9	4.0	6.3
CN(C)/C=C/C(=O)c1ccc(OCCN(C)c2ccccn2)cc1	0.2	23.6	4.1	0.4	-1.4	2.9	0.9	1.4
COc1ccc(S(=O)(=O)Nc2ccc3c(c2)CC(=O)N([C@@H](C)CO)C[C@@H](C)[C@H](CN(C)Cc2ccc(Oc4ccccc4)cc2)O3)cc1	-0.9	-3.5	7.4	-5.0	0.6	13.7	8.9	38.1

Remaining list, next part.
SMILES	XiGFP reactiv	GSIS activator	ARNT-TACC3 inh	ERp5 inh	CFTR F508del cor	PAX8 reporter	DENV2 CPE	EWS-Fli block
COC(=O)c1cc(=O)c2c(ccc3oc(=O)ccc32)[nH]1	0.0	4.9	/	-0.1	-4.9	-11.4	4.3	4.7
O=C(N[C@@H]1CC[C@H](CCn2cc(-c3ccccn3)nn2)O[C@H]1CO)c1ccncc1	0.6	-1.4	56.5*	-1.5	0.0	-1.6	9.4	-0.8
CCCCC(CCC(=O)Nc1cc([N+](=O)[O-])ccc1O)C(=O)O (stereo not drawn)	0.0	2.9	-13.6	-0.2	-1.1	-14.9	14.2	2.2
COCC(=O)N(C)C[C@H]1Oc2cc(C#CCC3CCCC3)ccc2S(=O)(=O)N([C@@H](C)CO)C[C@H]1C	0.1	0.8	9.2	-2.2	-2.4	33.7	5.4	-11.6
CC(=O)c1ccc(OCCn2c(SCC(=O)O)nc3ccccc32)cc1	0.0	-7.4	-5.6	2.6	1.5	-7.3	-9.6	-2.6
O=C(Nc1ccc(Cl)cc1)Nc1ccccc1Sc1ncc([N+](=O)[O-])s1	0.1	-20.0	11.3	-1.7	0.8	-39.3	8.2	11.6
C=CCOc1c(Br)cc(C2C3=C(CCCC3=O)N(C)C3=C2C(=O)CCC3)cc1OCC	0.1	-16.5	-21.5	2.2	-0.7	7.0	/	-4.9
COCCNC(=S)N/N=C/c1ccc(OCc2ccc(C(=O)OC)cc2)cc1	0.2	9.3	-3.7	4.0	-1.7	-23.2	5.1	-4.1
COc1ccc(NC(=O)Nc2ccc3c(c2)C(=O)N([C@@H](C)CO)C[C@@H](C)[C@H](CN(C)S(=O)(=O)c2ccc(C)cc2)OCCCC[C@@H](C)O3)cc1	0.1	2.0	-10.9	-3.1	-0.2	12.6	1.3	1.4
Cc1cccc[n+]1CC(=O)c1ccc([N+](=O)[O-])cc1	0.1	-2.9	8.4	-7.2	-0.5	-0.6	7.3	-22.0
C[C@H](CO)N1C[C@H](C)[C@H](CN(C)S(=O)(=O)c2ccc3ccccc3c2)OCc2cnnn2CCCC1=O	0.0&-0.1	21.6&-1.6	-5.9&-10.5	2.6&-5.4&4.9	3.1&0.4&0.6	6.4&-1.5	13.6&-6.2&6.3	-14.9&-1.4&-0.7
Cc1ccccc1-n1cc(CNC(=O)CC2C(=O)NCCN2C/C=C/c2ccccc2)cn1 (stereo not drawn)	0.4	-9.2	2.8	-7.6	4.6	32.9	4.4	3.6

From PubChem BioAssay

Hits appear at their usual frequency; any-hit rate near 4.2%.
